TDP1 cell noCPT: qHTS for Inhibitors of human tyrosyl-DNA phosphodiesterase 1 (TDP1): qHTS in cells in absence of CPT. DT40 Tdp1-/- hTDP1 cells, no CPT, ATP luminescence, 48 h. Potency, µM (series often up to 46.2 µM), for the others: at the highest dose activity change, negative = growth inhibition, usual class: inhibitors. actives 15% (n = 420,000); active = well fitted inhibition curve with a large enough effect; inconclusive = small, poorly fitted or top-dose-only effect; also: nearly all actives have a fitted effect of over 55% in size
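Luminescent ATP content (CellTiter-Glo) served as the growth readout. Knockout chicken DT40 cells expressing human TDP1 were exposed to compounds without camptothecin for a minimum 48 hr at 37 °C.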
Active calls of the source: *; ? = inconclusive; [ ] = another dose, or the depositor's remark. % is scaled to controls: 0 for no effect and ±100 for the full control effect; potency is read from the fitted curve at half-maximal effect.

SMILES | TDP1 cell noCPT
COCOc1cccc(CN2CCC(C)(Oc3cccc(OC)c3)C2)c1 (configuration not stated) | ?
CC(C)n1c(=O)c2ccccc2n1Cc1cn(Cc2cccs2)nn1 | -18.3%
CCCCN1C(=O)C(CC(=O)NC2CC2)CC(C(=O)N2CCOCC2)=C1C (configuration not stated) | 8.4%
COc1ccc(C(=O)N2CCC2(C)C(=O)O)cc1C(F)(F)F (configuration not stated) | 6.0%
CCC(C)(C)n1nnnc1CN1CCC(O)(c2cccc(C(F)(F)F)c2)CC1 | ?
Cc1cccc(C)c1NC(=O)C(c1ccccc1OC(F)(F)F)N1CCC(c2ccccc2)CC1 (configuration not stated) | 16.4µM*
C[C@@H]1CC[C@@]2(O[C@@H](CCO)C[C@@H](O)[C@@H]2O)O1 | -2.1%
NC(=O)c1ccc(NC(=O)COC(=O)CCC2CCCC2)cc1 | -26.8%
COc1ccc([N+](=O)[O-])cc1NCc1c(F)cccc1F | -2.1%
CCN(C(=O)COC(=O)CCOc1ccccc1C)c1c(N)n(Cc2ccccc2)c(=O)[nH]c1=O | -16.6%
O=S1(=O)CC(N2CCCCC2)CN1Cc1cn(Cc2cccc(C(F)(F)F)c2)nn1 (configuration not stated) | -8.2%
CCCCn1nnnc1C1(C)CCC(=O)N1CCc1ccc(O)cc1 (configuration not stated) | -21.2%
C/C=C/c1cccc(-c2nc(C(=O)N3CCN(C)CC3)cc3c2[C@@H](CCO)N(C(=O)NC(C)C)C3)c1 | -5.3%
O=C(NCCc1ccncc1)c1cnn(-c2ncc3c(n2)-c2ccccc2CCC3)c1C1CC1 | ?
CC(C)c1ccc(O)c(C(=O)c2cnn(-c3ccccc3)c2)c1 | -29.8%
Cc1cn([C@H]2C[C@H](O)[C@@H](CNCc3cnc(N4CCOCC4)s3)O2)c(=O)[nH]c1=O | 9.1%
COCCNC(=O)C1(C)CCN(C(=O)c2ccc(F)c(C)c2)C1 (configuration not stated) | -7.5%
O=C(Nc1ccccc1F)c1ccccc1C(=O)Nc1ccccc1F | 0.0%
C[C@H](CO)N1C[C@H](C)[C@H](CN(C)Cc2ccncc2)Oc2cc(-c3ccccc3F)ccc2S1(=O)=O | 23.1µM*
CCN1C(C(=O)c2ccccc2)=C(NC(=O)c2ccc(Cl)cc2)c2ccccc2S1(=O)=O | ?
O=C(C=Cc1ccccc1)CC(c1ccccc1)N1CCOCC1 (configuration not stated) | 3.26µM*
Cc1cccc(C)c1NC(=O)CN1CCN(C(=O)CCC(=O)N2CCC(c3ccccc3)=N2)CC1 | -2.9%
CCCCNC(=O)c1nc(-c2cccnc2)oc1-c1ccc(OC(F)(F)F)cc1 | 4.7%
CCN(CC)C(=O)C1=C(C)N(CCC2=CCCCC2)C(=O)C(CC(=O)NCc2cccs2)C1 (configuration not stated) | -27.7%
CN1[C@@H](COCc2ccccc2)C=CS1(=O)=O | 5.2%
CCCCOC(=O)c1ccc(NC2=NS(=O)(=O)c3ccccc32)cc1 | ?
COc1ccc(OCCNC(=O)c2ccc3nc(C)c(N(C)C(=O)CCc4ccccc4)n3c2)cc1 | ?
Cc1nc2ccc(C(=O)NCC3CCC4(CCN(Cc5cccnc5)CC4)O3)cc2nc1C (configuration not stated) | -25.8%
OC[C@H]1O[C@@H](c2nc(-c3cccc4ccccc34)no2)[C@H](O)[C@@H]1O | 14.6µM*
CCN(CC)C(=O)C1=C(C)N(Cc2ccc(F)cc2)C(=O)C(CC(=O)NCCN2CCOCC2)C1 (configuration not stated) | -15.4%
COc1ccc([C@H]2CC(=O)C[C@@H](CCn3cc(Cc4ccccc4)nn3)O2)cc1 | -17.9%
C[C@@H]1COc2cccc(N(C)CCO)c2S(=O)(=O)N1 | -0.3%
CC(=O)N1Cc2cc(C(=O)NCC(F)(F)F)nc(-c3cccc(-c4cc5ccccc5o4)c3)c2[C@@H]1CCO | ?
COC(=O)c1cccc(Oc2nc3c(c(=O)n(C)c(=O)n3C)n2Cc2ccc(C)cc2)c1 | ?
COc1cc(S(=O)(=O)N2CCN(C(=O)c3cccs3)CC2)ccc1NC(C)=O | 1.1%
COc1ccc(NC(=O)N(C)[C@H]2C[C@H]3c4[nH]c5ccc(-c6cccc(C)c6)cc5c4CCN3C[C@H]2[C@H](C)O)cc1 | 16.4µM*
Cc1ccc(S(=O)(=O)N2[C@@H](c3ccc(Cl)cc3)C(C(=O)OC(C)(C)C)=CC[C@H]2c2ccc(Cl)c(Cl)c2)cc1 | 14.6µM*
Cc1cccc(NC(=O)c2cnc3sccn3c2=O)n1 | -1.2%
COc1ccc2c(c1C)CCC(C)(C#N)C2=O (configuration not stated) | -18.3%
CCOC(=O)c1ccc[n+]([O-])c1 | -8.7%
CCCS(=O)(=O)NC(=O)C1(C)CCN1C(=O)Cc1ccc(-c2ccccc2)cc1 (configuration not stated) | -13.3%
COc1ccc(-c2nc3ccc(Br)cn3c2Cc2ccccc2)cc1OC | ?
O=C1c2ccc([N+](=O)[O-])cc2C(=O)N1c1ccc([N+](=O)[O-])cn1 | -23.8%
CC(=NNC(=O)c1ccncc1)c1cc(Cl)ccc1Cl | -25.0%
CSc1ccc2cc(CNCc3ccccc3F)c(N3CCCC(CO)C3)nc2c1 (configuration not stated) | -11.7%
COCCN(C(=O)c1ccc2c(c1)C(=O)N(c1ccccc1Cl)C2=O)c1c(N)n(CC(C)C)c(=O)[nH]c1=O | 28.6%
Cc1cccc(-c2nc3c4c(-c5ccccc5)c(-c5ccccc5)oc4ncn3n2)c1 | 3.0%
CCCNC(=O)C1(C)CCN(C(=O)C2(c3ccc(Cl)cc3)CCCC2)C1 (configuration not stated) | ?
COCCNC(=O)C1(C)CCCN(Cc2cc(C(F)(F)F)ccc2Cl)C1 (configuration not stated) | ?
CN1CCN(C2CN(C3CCCCC3)S(=O)(=O)C2)CC1 (configuration not stated) | -4.5%
COc1ccc(C(=O)N2CCC2(C)C(=O)NC(C)C)cc1 (configuration not stated) | -6.5%
COc1ccccc1CN(C)CC(=O)c1c(C)[nH]c2ccccc12 | 17.8µM*
COC1=Nc2ccccc2/C=C\c2ccccc21 | -14.5%
COc1ccc(C=C2CS(=O)(=O)CC(=Cc3ccc(OC)cc3)C2=O)cc1 | 1.3µM*
COC(C[C@@H]1O[C@@H]1C(=O)[C@@H](C)OCc1ccccc1)OC | -0.5%
CCN1/C(=C/c2ccc3cc(C)ccc3[n+]2CC)Sc2ccc3sccc3c21 | 0.581µM*
COc1ccccc1-c1cccc(-c2nc(C(=O)N3CCCCC3)cc3c2[C@H](CCO)N(S(=O)C(C)(C)C)C3)c1 (some centres not stated) | 18.4µM*
CCC1C(=O)NCCN1Cc1ccc2c(c1)CN(Cc1cccc(OC)c1)CCO2 (configuration not stated) | -3.9%
CC(C)NC(=O)C1(C)CCN1C(=O)C/C=C/c1ccccc1 (configuration not stated) | ?
O=C(Nc1ccc(Cl)cc1)N[C@H]1CC[C@H](CCn2cc(-c3ccccc3F)nn2)O[C@@H]1CO | 9.2µM*
The list continues:
SMILES | TDP1 cell noCPT
COc1ccccc1-n1cc(C(=O)NCCN2Cc3ccccc3OC(c3ccsc3)C2)cn1 (configuration not stated) | -26.5%
C(=Nc1ccc(/C=C/c2ccnc3ccccc23)cc1)c1cc2c3c(c1)CCCN3CCC2 | 11.2µM*
Cc1cc(F)cc(-c2cc(C(=O)NCC3CCCCC3)[nH]n2)c1 | ?
O=C1NC(=O)C2(CCCCCCC2)N1 | -1.5%
Cc1ccc2nc(-c3ccco3)c(Cc3ccccc3)n2c1 | ?
COc1ccccc1NS(=O)(=O)c1cc(N/C(=N/S(=O)(=O)c2ccccc2)c2ccc(F)cc2)ccc1Cl | 20.6µM*
CN(C(=O)c1ccc(NC(=O)Cc2cccc(NC(=O)C3CCCN(C(=O)C4CC4)C3)c2)cc1)C1CC1 (configuration not stated) | -29.2%
Cc1cccc(N=NC(=S)NNc2cccc(C)c2)c1 | ?
COc1ccc(OC)c(CN2C(=O)CN(S(C)(=O)=O)CC2(C)C(=O)NCc2ccccc2)c1 (configuration not stated) | 1.6%
O=C(O)c1ccccc1NC(c1ccccc1)c1ccc2cccnc2c1O (configuration not stated) | ?
CC1(C(=O)NS(=O)(=O)C2CC2)CCCN(C(=O)c2cccs2)C1 (configuration not stated) | 6.51µM*
Nc1ccc(S(=O)(=O)c2ccc(NC(=O)c3cccnc3)cc2)cc1 | 2.0%
COc1ccc(-c2coc3c(C(=O)NCc4cccs4)cccc23)c(C)c1 | 18.4µM*
O=C(/C=C1\OCc2cc(OCc3ccccc3)ccc21)OCc1ccccc1 | ?
CCCC(C)(C)C(=O)N1CCC1(C)C(=O)Nc1ccc2c(c1)OCCO2 (configuration not stated) | ?
CC1C(c2ccccc2)OCCN1C(=S)NC(=O)c1ccccc1 (configuration not stated) | 4.9%
CCOC(=O)[C@]12Cc3c(cc(OC)c(OC)c3OC)[C@H]1N(CCC(=O)OC)C(=O)c1cc(OC)ccc12 | 16.4µM*
CN(C)c1ccc(/C=C2/CCc3ccccc32)cc1 | 10µM*
N#CCC(=O)N1CCN(Cc2ccc3c(c2)OCO3)CC1 | -6.3%
CCOC(=O)/C=C/c1cccc(OC)c1O | -2.1%
CC(=O)Nc1c(Cl)c(Cl)c2c(c1Cl)Cc1cc(Cl)ccc1-2 | ?
Cc1ccc(NC(=O)c2cc(S(=O)(=O)NCC3CCCO3)ccc2F)cc1 (configuration not stated) | ?
CC(=O)c1ccc2c(c1)CC1(C2)Cc2cc3c(cc2C1)C(=O)CC3 (configuration not stated) | 3.26µM*
O=C(NCc1ccccn1)C1CCC(=O)N1C1CCCC1 (configuration not stated) | 0.0%
COc1ccc(NC(=O)C(c2ccccc2F)n2c(=O)c(-c3cc4ccccc4[nH]3)nc3ccccc32)cc1 (configuration not stated) | 13µM*
O=C(CN1CCN(C(=O)c2ccccc2Cl)CC1)Nc1cccc(S(=O)(=O)N2CCCC2)c1 | -23.9%
NS(=O)(=O)c1cc(C(=O)OCCNC(=O)c2ccccc2)c(Cl)cc1Cl | -14.2%
CCCCC[C@H](C)N1C[C@H](COCc2ccccc2)Oc2cc(N3CCC[C@H]3C(N)=O)ccc2S1(=O)=O | ?
Fc1ccccc1CNc1nc(NCC2CC2)nc2ccsc12 | 16.4µM*
COC(=O)C[C@@H]1CC[C@@H](NS(=O)(=O)c2ccccc2OC)[C@@H](CO)O1 | 30.3%[activator]
CCCS(=O)(=O)NC(=O)C1(C)CCN(C(=O)c2oc3ccccc3c2C)C1 (configuration not stated) | 2.9%
COc1ccc(CN2C(=O)CSCC2(C)C(=O)Nc2ccc3c(c2)OCCO3)cc1 (configuration not stated) | ?
COc1ccc(NC(=O)CSc2nc(-c3ccc(OC)cc3)cc(=O)[nH]2)cc1 | -1.8%
CCCCn1nnnc1C1(C)CCC(=O)N1Cc1cccc(F)c1 (configuration not stated) | -3.1%
O=C1c2ccccc2CSc2c(O)cccc21 | -37.2%
CC(=O)Nc1ccc(CCNC(=O)c2ccc3ccccc3c2O)cc1 | ?
CCc1nc2ccc(C(=O)NCCCN3CCCC3=O)cn2c1N(C)C(=O)COc1ccccc1 | 6.4%
COC(=O)C(C)Sc1nc2c(c(-c3ccc(OC)cc3)c1C#N)-c1ccccc1C2=O (configuration not stated) | ?
COc1ccccc1CCC(=O)OCC(=O)N1c2ccccc2NC(=O)C1(C)C | 5.1%
COc1cc(C)c(CN2C[C@H](Sc3ccccn3)C[C@H]2C(=O)N(C)C)cc1C | ?
Cc1c(-c2ccccc2)c(-c2ccc(OCCN(C)C)cc2)n2ccccc12 | ?
O=C1C(=O)N(c2ccccc2)C(c2ccccc2)C1c1ccccc1 (configuration not stated) | 10.2%
O=S(=O)(N/N=C\C=C\c1ccccc1)c1ccccc1 | -4.6%
Cc1cc(C(=O)Nc2cccc(-c3nc(CNC(=O)c4sc(C)nc4C)c(C)o3)c2)c(C)o1 | 20.6µM*
CCCN(CC(=O)Nc1ccccc1C)C(=O)c1ccc(OCC(=O)N2CCOCC2)c(OCC)c1 | -3.2%

5 neighbouring records out of the list so far:
SMILES | TDP1 cell noCPT
Cc1c(-c2ccccc2)c(-c2ccc(OCCN(C)C)cc2)n2ccccc12 | ?
O=C1C(=O)N(c2ccccc2)C(c2ccccc2)C1c1ccccc1 (configuration not stated) | 10.2%
O=S(=O)(N/N=C\C=C\c1ccccc1)c1ccccc1 | -4.6%
Cc1cc(C(=O)Nc2cccc(-c3nc(CNC(=O)c4sc(C)nc4C)c(C)o3)c2)c(C)o1 | 20.6µM*
CCCN(CC(=O)Nc1ccccc1C)C(=O)c1ccc(OCC(=O)N2CCOCC2)c(OCC)c1 | -3.2%

Fetched by structure from the entries so far, five records:
SMILES | TDP1 cell noCPT
CCCCn1nnnc1C1(C)CCC(=O)N1CCc1ccc(O)cc1 (configuration not stated) | -21.2%
O=C(NCc1ccccn1)C1CCC(=O)N1C1CCCC1 (configuration not stated) | 0.0%
CCCS(=O)(=O)NC(=O)C1(C)CCN(C(=O)c2oc3ccccc3c2C)C1 (configuration not stated) | 2.9%
COc1ccccc1CN(C)CC(=O)c1c(C)[nH]c2ccccc12 | 17.8µM*
O=C(O)c1ccccc1NC(c1ccccc1)c1ccc2cccnc2c1O (configuration not stated) | ?

More records follow.
SMILES | TDP1 cell noCPT
c1ccc2c(C3OCC4(CCCC4)CO3)cccc2c1 | ?
CC1(C(=O)Nc2ccc3c(c2)OCO3)CCN1C(=O)CCc1cccs1 (configuration not stated) | -28.3%
CCc1c(C#N)c(=O)[nH]c(=O)n1-c1ccccc1 | -8.7%
C1=C(c2cn(-c3nc4ccccc4s3)nn2)CCCC1 | ?
O=C(CCC1CCCCC1)Nc1cccc(C(=O)Nc2ccc(C(=O)O)cc2)c1 | -24.9%
COc1cccc(CNC(=O)[C@@H]2CCCN2C(=O)[C@@H]2CCCN2S(=O)(=O)c2ccc(OC)c(C)c2)c1 | ?

From PubChem BioAssay

Some of the compounds tested; the hit share may differ from the screen's.
